GLD-1 TGE inh = GLD-1-TGE RNA interaction inhibition (C. elegans); 320,000 tested, 0.44% active; purified GLD-1 + fluorescein TGE RNA, fluorescence polarization; inhibition, % at 5.96 µM; AID 2280; Q17339;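 active = percent inhibition above a per-plate cutoff, the plate mean of test compounds plus 3 SD, cut at about 30% in these data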;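 note: 0% = DMSO wells with GLD-1 and probe and 100% = wells lacking GLD-1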
PME-1 primary = PME-1 (human) inhibition; recombinant PME-1, FP-Rh probe fluorescence polarization; inhibition, % at 5.9 µM; 320,000 tested, 0.53% active;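 active = inhibition above the campaign mean of all compounds plus 3 SD, cut at about 26% in these data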;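 note: competitive labeling of PME-1 active site by serine hydrolase directed probe; 0% = PME-1 with DMSO and 100% = wells lacking PME-1 enzyme; inhibitors block probe labeling so polarization falls and inhibition rises; many of its hits are not listed in these tables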
Bcl-xL primary = Bcl-xL (human) inhibition. GST-Bcl-xL / FITC-Bim BH3 peptide fluorescence polarization. inhibition, % at 10.9 µM. 320,000 tested, 0.7% active. AID 2129;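 active = inhibition above the mean of all tested compounds plus 3 SD, cutoff set per campaign, cut at about 30% in these data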;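 note: 0% = DMSO wells and 100% = unlabeled Bim-BH3 peptide competitor; inhibitors lower millipolarization by displacing the labeled peptide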
Target sequence (Q07817 whole entry, looked up): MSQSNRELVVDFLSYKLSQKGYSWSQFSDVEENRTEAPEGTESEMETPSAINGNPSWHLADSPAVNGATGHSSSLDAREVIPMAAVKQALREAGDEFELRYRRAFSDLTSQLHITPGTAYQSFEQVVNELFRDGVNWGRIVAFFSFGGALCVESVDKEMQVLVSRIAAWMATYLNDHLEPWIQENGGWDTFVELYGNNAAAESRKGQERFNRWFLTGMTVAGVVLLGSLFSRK
VLA-4 inh = inhibition in a human VLA-4 binding assay; inhibition, % (about 7 µM as worked out from the volumes in the protocol); 330,000 tested, 0.2% active; VLA-4 expressing cells, ligand binding flow cytometry; AID 2557; in the data active = inhibition above about 50%
GRK2 aptamer HTS = blocks RNA aptamer binding to human GRK2. P25098. bead flow cytometry, FAM-aptamer displacement from GRK2. inhibition of aptamer binding, % at 10 µM. 330,000 tested, 0.59% active. AID 488847;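 active = inhibition of aptamer binding above 40%, roughly 3 SD of noise, on plates passing a quality check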;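 note: median bead fluorescence of bound FAM aptamer so fluorescent compounds give negative values; no value below 0 was filed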
Target sequence (P25098 whole entry, looked up): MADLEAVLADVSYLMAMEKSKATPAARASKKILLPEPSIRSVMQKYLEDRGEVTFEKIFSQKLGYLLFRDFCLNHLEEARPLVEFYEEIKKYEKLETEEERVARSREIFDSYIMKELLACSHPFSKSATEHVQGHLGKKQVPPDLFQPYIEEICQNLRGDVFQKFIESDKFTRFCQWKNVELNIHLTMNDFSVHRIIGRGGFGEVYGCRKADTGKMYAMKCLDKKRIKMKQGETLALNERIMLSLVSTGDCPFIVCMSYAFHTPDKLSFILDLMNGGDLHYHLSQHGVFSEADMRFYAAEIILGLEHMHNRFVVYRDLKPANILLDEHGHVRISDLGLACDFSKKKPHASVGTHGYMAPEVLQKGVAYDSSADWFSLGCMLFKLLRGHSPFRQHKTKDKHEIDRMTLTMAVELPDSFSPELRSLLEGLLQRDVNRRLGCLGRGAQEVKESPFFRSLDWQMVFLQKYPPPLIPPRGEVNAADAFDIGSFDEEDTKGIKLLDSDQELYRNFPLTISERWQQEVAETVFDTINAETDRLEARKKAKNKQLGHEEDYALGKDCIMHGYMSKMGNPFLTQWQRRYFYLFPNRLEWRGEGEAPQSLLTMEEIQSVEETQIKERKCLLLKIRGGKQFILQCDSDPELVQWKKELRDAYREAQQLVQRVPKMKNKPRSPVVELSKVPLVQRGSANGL
Efflux pump inh = inhibitors of Candida antifungal efflux pumps expressed in yeast; S. cerevisiae Candida pump triplex, Nile Red efflux; inhibition, % at 10 µM; 330,000 tested, 0.44% active;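 active = plate passing quality check with inhibition over a set limit, or well fluorescence over plate mean plus 4 SD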;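 note: Nile Red retained in pooled yeast measured as flow cytometry median fluorescence; 0% = buffer negative control and 100% = Enniatin B positive control; higher means more Nile Red kept so more efflux inhibition; some compounds called inactive have numbers as strong as hits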
MCL1 BIM primary = MCL1-BIM-BH3 interaction inhibition (human); Q07820; 320,000 tested, 0.68% active; inhibition, % at 10.9 µM; GST-MCL1 / FITC-Bim-BH3 fluorescence polarization;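 active = inhibition above the mean inhibition of all tested compounds plus 3 SD, set per campaign, cut at about 40% in these data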;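 note: 0% = DMSO wells and 100% = unlabeled Bim-BH3 peptide control; higher means more loss of mP so more displacement of Bim peptide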
Fam108B inh = Fam108B inhibition, counter-screen for RBBP9 inhibitors. recombinant Fam108B, FP-Rh probe fluorescence polarization. inhibition, % at 9.51 µM. 300,000 tested, 0.33% active;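 active = inhibition above the screen mean inhibition plus 3 SD, computed separately per campaign, cut at about 18% in these data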;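 note: inhibitors lower polarization as less probe binds the enzyme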
MEX-5 binding = C. elegans MEX-5 TCR-2 RNA binding activity; Q9XUB2; MEX-5/FITC-TCR2 RNA binding, fluorescence polarization; hits give low values; activity score (negative = inhibition of binding), % at 10 µM; 300,000 tested, 0.38% active;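 active = inhibition past about -25% in most replicates, and total fluorescence under double the plate's negative control median, limit read from the data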;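 note: 0% = DMSO and -100% = 5 µM competing unlabeled TCR2 RNA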
Numbers without * were called inactive; . = not tested or not shown. Not all compounds are listed; the hit share may differ from the screen's.

#	SMILES	Fam108B inh	VLA-4 inh	MEX-5 binding	PME-1 primary	Bcl-xL primary
1	O=C(Nc1ccon1)c1ccc(S(=O)(=O)N2CCOCC2)cc1	-1	0	-0.3	-7	6
2	COc1ccc(S(=O)(=O)N(C)CC(=O)NC2CC2)cc1OC	0	9	3.2	2	5
3	CCO[C@@H]1OC(C(=O)NC2CC2)=C[C@H](c2ccc(C(F)(F)F)cc2)[C@H]1CCCO	4	.	0.8	0	6
4	O=C1N=C(N2CCCCC2)S/C1=C\c1ccncc1	0	-1	-1.5	4	2
5	O=C(CN1C(=O)NC2(CCCC2)C1=O)OCc1c(F)cccc1Cl	-1	3	1.7	1	-3
6	Cc1ccccc1-n1c(=O)c2ccccc2n(CC(=O)NCc2ccco2)c1=O	1	1	1.7	3	3
7	CCOC(=O)c1cc2ccc(OC)c(OC)c2c(=O)s1	2	10	1.2	-1	2
8	CSc1ccc(C(=O)C2CCCN(S(=O)(=O)c3c(C)noc3C)C2)cc1 (stereo unspecified)	1	20	0.7	-2	5
9	COCCN1CCn2c(nc3cc(NS(C)(=O)=O)ccc32)C1	2	16	-0.5	-1	7
10	COc1cccc2cc(C(C)N(CCCN3CCOCC3)C(=S)Nc3c(C)cccc3C)oc12 (stereo unspecified)	1	-5	-1.1	3	6
11	O=C(Nc1cc(Cl)ccc1N1CCOCC1)c1ccc(N2CCCCC2)c([N+](=O)[O-])c1	-3	1	3.6	-6	1
12	CCSc1cc(C)nc2c(-c3ccccc3)c(C)nn12	-2	-3	-0.5	-6	-1

#	GLD-1 TGE inh	GRK2 aptamer HTS	Efflux pump inh	MCL1 BIM primary
1	8	8	0.0	8
2	1	3	0.1	4
3	-6	.	.	0
4	6	2	-0.1	7
5	-1	2	0.0	-2
6	2	3	0.0	3
7	0	1	0.1	8
8	1	1	0.0	2
9	-3	0	-0.1	3
10	2	1	-0.1	11
11	-3	42*	0.0	-6
12	5	0	0.1	2

Following part:
#	SMILES	Fam108B inh	VLA-4 inh	MEX-5 binding	PME-1 primary	Bcl-xL primary
13	C=CCNc1sc(C(=O)c2ccccc2)c(N)c1-c1nc2ccccc2s1	9	-9	1.1	6	16
14	CCOC(=O)CC(=O)CSc1nc2c(sc(=S)n2-c2ccccc2)c(=O)[nH]1	2	10	-1.4	-1	3
15	O=C(NCc1cccs1)Nc1ccc2c(c1)OCO2	-1	-5	0.0	-6	4
16	Cc1ccc(C(=O)O)cc1NC(=O)C1CCN(S(=O)(=O)c2ccc3c(c2)OCCO3)CC1	.	8	.	.	.
17	CCOC(=O)C1=C(C)NC(=O)NC1c1ccc(N(CC)CC)cc1 (stereo unspecified)	-3	5	-1.9	3	4
18	Cc1nc2nc3c(cn2n1)C(=O)CCC3	1	3	-3.8	4	3
19	Cc1ccc(-c2nnc(SCC(=O)NC3CCCC3)n2C)cc1	4	-4	0.8	-3	5
20	CN(C)CCCn1cnc2c(c1=N)C(c1ccccc1)c1ccc3ccccc3c1O2 (stereo unspecified)	-1	31	3.6	-8	4
21	CCC(=O)Nc1nc2ccc(NC(=O)c3cc(OC)c(OC)c(OC)c3)cc2s1	-1	6	0.9	-5	3
22	CCC1CCC(N2CCN(c3ccc([N+](=O)[O-])cc3)CC2)CC1 (stereo unspecified)	.	-1	2.3	.	.
23	CC(OC(=O)Cn1c(C(F)(F)F)nc2ccccc21)C(N)=O (stereo unspecified)	1	-3	-1.9	-2	4
24	O=C(Nc1cccc2ccccc12)/C(Cl)=C/c1ccccc1	1	-2	-1.8	-9	4

#	GLD-1 TGE inh	GRK2 aptamer HTS	Efflux pump inh	MCL1 BIM primary
13	15	4	0.0	15
14	1	0	-0.1	5
15	-6	3	-0.1	2
16	-5	1	0.0	.
17	0	2	0.1	1
18	6	1	-0.4	10
19	4	0	-0.5	2
20	-14	0	0.1	0
21	2	3	0.3	5
22	.	0	0.3	.
23	-9	3	-0.1	4
24	8	4	0.0	4

Further compounds:
#	SMILES	Fam108B inh	VLA-4 inh	MEX-5 binding	PME-1 primary	Bcl-xL primary
25	CCC(C)n1cnc2c(c1=O)c1nc3ccccc3nc1n2-c1ccc2c(c1)OCCO2 (stereo unspecified)	2	4	1.0	1	0
26	Cc1ccc(OCc2nnc(NC(=O)OCC(C)C)s2)c(C)c1	-5	11	0.7	1	5
27	O=C(Nc1ccc2c(c1)OCO2)C1CCCN1C(=O)Nc1ccccc1F (stereo unspecified)	5	-9	0.2	2	11
28	CCCCN1C(=O)C(=O)N(CC(=O)c2ccc3c(c2)OCO3)C1=O	-2	3	-0.2	3	-2
29	Cc1cc(C)cc(NC(=O)Nc2cccc(S(N)(=O)=O)c2)c1	-4	0	3.3	-4	0
30	Cc1ccc(S(=O)(=O)N2CCN(C(=O)N(C)C)CC2)cc1	-2	4	0.1	-6	1
31	NC(=S)Cc1nc2n(n1)Cc1ccccc1-2	5	4	-1.9	-3	7
32	O=C(CSc1ccc(Cl)cc1)N1CCC(c2nc3ccccc3s2)CC1	-3	8	0.8	15	3
33	CCCCN(C1CCS(=O)(=O)C1)S(=O)(=O)c1ccc(OC)cc1 (stereo unspecified)	3	4	0.0	-3	0
34	CCN1C(=O)/C(=C\C=C2/C=CC=CN2CC)SC1=S	-157	-5	8.1	-104	10
35	CCOC(=O)N1CCN(C(=O)c2ccc(S(=O)(=O)Nc3cccc(C(F)(F)F)c3)cc2)CC1	-2	-4	2.0	3	5
36	N#CC1(Nc2cccc(Br)c2)C(=O)Nc2ccccc21 (stereo unspecified)	-3	10	0.3	5	1

#	GLD-1 TGE inh	GRK2 aptamer HTS	Efflux pump inh	MCL1 BIM primary
25	3	0	0.0	1
26	2	0	-0.1	10
27	0	1	0.0	5
28	7	0	0.0	-8
29	7	2	0.0	0
30	-2	0	0.0	2
31	10	1	1.0	8
32	6	0	0.3	8
33	3	1	0.2	5
34	-11	3	0.1	-11
35	-6	0	-0.2	-3
36	-5	0	-0.1	0

Profiles as entered above. Order of screens: Fam108B inh	VLA-4 inh	MEX-5 binding	PME-1 primary	Bcl-xL primary	GLD-1 TGE inh	GRK2 aptamer HTS	Efflux pump inh	MCL1 BIM primary
Cc1ccc(S(=O)(=O)N2CCN(C(=O)N(C)C)CC2)cc1 as listed: -2	4	0.1	-6	1	-2	0	0.0	2
Cc1ccc(OCc2nnc(NC(=O)OCC(C)C)s2)c(C)c1 as listed: -5	11	0.7	1	5	2	0	-0.1	10
O=C(Nc1ccc2c(c1)OCO2)C1CCCN1C(=O)Nc1ccccc1F (stereo unspecified) as listed: 5	-9	0.2	2	11	0	1	0.0	5

More results:
#	SMILES	Fam108B inh	VLA-4 inh	MEX-5 binding	PME-1 primary	Bcl-xL primary
37	O=C(Nc1ccc(Br)cc1)c1ccc(CSC2=NCCS2)cc1	-5	14	0.1	-6	-5
38	O=C(CSc1nnc(CNC(=O)c2cccs2)o1)Nc1cccc(F)c1	1	-2	2.8	-6	4
39	COc1ccc(OCCSc2nnc3c(Cl)cc(Cl)cn23)cc1	-2	8	2.8	-2	6
40	COc1ccccc1N1CCN(Cc2ccc(-c3ccccc3[N+](=O)[O-])o2)CC1	0	7	-1.4	0	17
41	Cc1cc(Cl)cc2sc(NC(=O)c3ccco3)nc12	-6	2	2.3	-6	-1
42	CC(=O)NCCc1ccc(C(=O)COC(=O)c2ccco2)cc1	.	11	.	.	.
43	COc1cc(N=c2oc3c(C)ncc(CO)c3cc2C(N)=O)cc(OC)c1OC	4	-10	0.3	-4	16
44	CC(=O)Nc1ccc(Nc2ccc(S(=O)(=O)C(F)(F)F)cc2[N+](=O)[O-])cc1	11	-21	1.9	6	3
45	O=C(Cn1nnc(-c2cccs2)n1)N1c2ccccc2Sc2ccc(C(F)(F)F)cc21	-7	20	0.0	-6	1
46	COc1c(O)ccc(/C=N/NC(=O)c2ccc3c(c2)OCCO3)c1[N+](=O)[O-]	0	-1	1.3	5	0
47	Cc1ccc2c(c1)S/C(=C/c1ccc[n+](CCO)c1)N2C	-1	-97	17	4	-9
48	COc1ccc(C(=O)CCC(=O)N2CCN(c3cccc(Cl)c3)CC2)cc1	1	-6	-1.1	2	0

#	GLD-1 TGE inh	GRK2 aptamer HTS	Efflux pump inh	MCL1 BIM primary
37	11	4	-0.2	-2
38	3	2	-0.2	-4
39	0	0	-0.1	2
40	19	0	-0.1	33
41	4	0	0.0	-13
42	-2	0	0.2	.
43	5	3	-0.1	14
44	-3	0	0.0	5
45	1	2	-0.1	-1
46	7	0	-0.1	-2
47	-176	0	0.2	-15
48	1	1	0.0	-4

Just GRK2 aptamer HTS, for 3 of the compounds above:
entry	SMILES	GRK2 aptamer HTS
31	NC(=S)Cc1nc2n(n1)Cc1ccccc1-2	1
36	N#CC1(Nc2cccc(Br)c2)C(=O)Nc2ccccc21 (stereo unspecified)	0
6	Cc1ccccc1-n1c(=O)c2ccccc2n(CC(=O)NCc2ccco2)c1=O	3

Additional results.
#	SMILES	Fam108B inh	VLA-4 inh	MEX-5 binding	PME-1 primary	Bcl-xL primary
49	CCOC(=O)[C@H]1[C@H]2COc3ccc(OC)cc3[C@@H]2N2C(=O)c3ccc(F)cc3NC(=O)[C@@]12C	-2	.	.	-3	3
50	CC1(C)Cc2c(cnn2-c2ccc(F)cc2)C(NC(=O)Cn2cncn2)C1 (stereo unspecified)	2	5	-1.7	-3	3
51	CCNC(=S)N/N=C/c1ccc(C#N)cc1	1	-8	-0.8	-3	2
52	C[C@H](NC(=O)c1nc[nH]c1C(=O)N[C@@H](Cc1ccccc1)C(=O)OCc1ccccc1)C(=O)OCc1ccccc1	-26	36	4.8	-16	1
53	Cc1cccc(NC(=O)CC2NC3CCCCC3NC2=O)c1 (stereo unspecified)	2	-2	.	-1	2
54	Cc1ccc(NC(=O)C(C)c2ccc(-c3ccccc3)c(F)c2)c(C)c1 (stereo unspecified)	1	10	0.3	-2	4
55	CN1CCN(S(=O)(=O)c2ccc(NC(=O)c3ccc(Br)o3)cc2)CC1	4	7	1.3	-1	7
56	COC(=O)c1ccc(Oc2nc(NC(C)C)nc(N(C)C)n2)cc1	-7	23	-0.2	0	6
57	COc1ccc(C(=O)N(CCN2CCOCC2)CC(=O)NC2CCCC2)cc1OC	0	2	-0.6	3	-3
58	COc1cccc(C(=O)Nc2cccc(-c3ccc(N4CCOCC4)nn3)c2)c1OC	-7	5	0.0	-3	-3
59	Cc1ccc(C2(C)NC(=O)N(CC(=O)NC(=O)NC(C)C)C2=O)cc1 (stereo unspecified)	-2	0	0.9	-2	7
60	O=C(NCc1ccc2c(c1)OCO2)Oc1ccccc1	1	-4	0.6	0	-5
61	O=C(C1CCCN(S(=O)(=O)c2cccc3cccnc23)C1)N1CCN(c2ccccc2F)CC1 (stereo unspecified)	1	-14	0.5	6	4
62	O=C1Nc2ccccc2C1C(C[N+](=O)[O-])c1ccccc1 (stereo unspecified)	0	5	-0.3	-4	-4

#	GLD-1 TGE inh	GRK2 aptamer HTS	Efflux pump inh	MCL1 BIM primary
49	-2	.	.	-6
50	1	4	0.0	3
51	1	0	-0.1	7
52	11	0	0.2	-2
53	-9	0	-0.2	-2
54	-3	0	-0.1	1
55	4	3	-0.1	4
56	-1	0	0.0	9
57	6	1	-0.4	-5
58	-6	0	0.4	0
59	3	1	-0.1	-1
60	-8	0	-0.1	-8
61	4	0	-0.2	2
62	8	1	0.2	-5
